ER stress rescue: protection against thapsigargin-triggered cell killing – 384-well, CSM14.1, ATP luminescence, primary screen (AID 1222) | 190,000 tested, under 10 active | cellular ATP content (survival), % at 20 µM; hits with a dose series show EC50 in µM | CSM14.1 thapsigargin-induced death rescue, ATP luminescence; higher % means a stronger effect;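 active means EC50 below 50 µM in the dose-response confirmation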;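 further: death triggered by thapsigargin at about 15 µM added after 2 h compound pretreatment; cell ATP read after overnight thapsigargin exposure of roughly 18 to 22 hours; normalized against plate controls of thapsigargin alone and 5% DMSO vehicle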
UTI89 phage lysis: inhibition of K1F phage lysis, E. coli UTI89, bacterial capsule biogenesis inhibitors, alamar blue (AID 488966). E. coli UTI89 K1F phage lysis, alamar blue, 2 h; higher % means a stronger effect. inhibition, % at 100 µM; hits with a dose series show IC50 in µM. 340,000 compounds, 0.02% hits;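 active means phage lysis inhibition, versus mean bacterial control, above a set limit; inconclusive means no clear call, values can overlap the other calls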;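 further: capsule biogenesis inhibitors block K1F phage lysis so surviving cells raise fluorescence; higher fluorescence means more inhibition of phage lysis; actives were called in the ten point dose series up to 300 µM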
Dengue-2 NS5 capping: flavivirus cap methylation enzyme inhibition – biochemical, confirmation dose response, primary screen (AID 588689); 340,000 compounds, 0.3% hits; Dengue-2 NS5 methyltransferase capping enzyme assay, biochemical; higher % means a stronger effect; inhibition, % at 25 µM; hits with a dose series show IC50 in µM; in the data active means a potency from the dose series; inconclusive means inhibition above about 29% without an active follow-up result
XIAP antagonists: XIAP antagonists, biochemical, IAP family, fluorescence polarization (AID 1018); 200,000 compounds, 0.007% hits; XIAP BIR domain, fluorescence polarization peptide displacement; higher % means a stronger effect; displacement, % at 20 µM, or IC50 in µM where a hit was titrated; in the data active means displacement above about 50%; further: a part of the inactive calls stands beside numbers as strong as those of hits
Yfh1-off respiration: enhancers of respiration in Yfh1-depleted yeast, dose response, Friedreich's ataxia, plus single-dose screen (AID 1465) | fold induction at 50 µM, or EC50 in µM where a hit was titrated | 220,000 compounds, 0.074% hits | S. cerevisiae Yfh1-off respiration, WST-1 reduction, 72 h; higher fold induction means a stronger effect;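 active means fold induction of absorbance versus untreated yeast above a set limit, then at least 30% activation at any dose in follow-up; inconclusive means repeats straddling the limit, or above it without dose testing; inactive means fold induction below the set limit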;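 further: activators that raise dye reduction in frataxin-depleted yeast; strong numbers were not always called active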
Large T inhibition: SV40 large T antigen inhibitors, biochemical (AID 1903); SV40 large T antigen ATPase/helicase inhibition assay; higher % means a stronger effect; 310,000 compounds, 0.39% hits; one-dose inhibition, % at 20 µM; IC50 in µM for titrated hits; in the data active means a potency from the dose series; inconclusive means inhibition mostly from about 32% at the one dose, without a potency; inactive means the rest, 99 in 100 with inhibition below about 32%; further: strong numbers were not always called active
West Nile virus CPE: West Nile virus antiviral activity, cell-based, CPE readout (AID 1621) | West Nile virus-infected cells, CPE inhibition; higher % means a stronger effect | CPE inhibition, % at 10 µM, or IC50 in µM where a hit was titrated | 290,000 compounds, 0.02% hits; in the data active means a potency from the dose series; inconclusive means CPE inhibition mostly from about 3.7% at the one dose, without a potency; inactive means the rest, 99 in 100 with CPE inhibition below about 2.2%; further: strong numbers were not always called active
RSV CPE inhibition: inhibition of RSV-induced cytopathic effect – HEp-2 cells, primary 10 µM value included (AID 2391); HEp-2 cells, RSV-induced CPE inhibition; higher % means a stronger effect; one-dose CPE inhibition, % at 10 µM; IC50 in µM for titrated hits; 310,000 compounds, 0.13% hits; in the data active means a potency from the dose series; inconclusive means CPE inhibition mostly from about 23% at the one dose, without a potency; inactive means the rest, 99 in 100 with CPE inhibition below about 21%; further: strong numbers were not always called active
WT yeast gro inh: growth inhibition of WT yeast, mitochondrial fusion screen | mitochondrial fusion phenotypic screen, WT strain | inhibition, % at 10 µM | 190,000 compounds, 2.1% hits; in the data active means inhibition above about 58%; tested in S. cerevisiae
WT yeast gro inh mutant strain: recorded beside WT yeast gro inh, whose call it bears; inhibition, %; mitochondrial fusion phenotypic screen, mutant strain inhibition
Dengue-2 NS5 capping pilot replicate: further read-out of Dengue-2 NS5 capping, marked with its call; inhibition, %; measured here: pilot screen replicate inhibition
Active calls of the source: *; [ ] = remark or other dose.

Screening COc1ccc2c(c1)c1nc3n(c(=O)c1n2CC(=O)Nc1ccccc1)CCCS3 returned UTI89 phage lysis 0.5%, Dengue-2 NS5 capping 5.4%, Large T inhibition 4.0%, West Nile virus CPE -0.2% and RSV CPE inhibition 3.8%.
`CC1CC(C)CN(CCCn2c(=S)[nH]c3ccccc3c2=O)C1` (stereo unspecified) gave ER stress rescue -1.2%, UTI89 phage lysis 0.2%, Dengue-2 NS5 capping -6.2%, XIAP antagonists -6.3%, Yfh1-off respiration inactive, Large T inhibition -4.9%, West Nile virus CPE -0.3%, RSV CPE inhibition -0.2%, WT yeast gro inh -12.7 and WT yeast gro inh mutant strain 10.2.
`O=C(O)C1CCCN1C(=O)Nc1ccc(F)cc1` (stereo unspecified) gave ER stress rescue -2.3%, UTI89 phage lysis 0.1%, Dengue-2 NS5 capping -0.3%, XIAP antagonists -8.2%, Yfh1-off respiration inactive, Large T inhibition 16.6%, West Nile virus CPE -0.1%, RSV CPE inhibition 3.0%, WT yeast gro inh -2.5 and WT yeast gro inh mutant strain -4.7.
For Cc1sc2c3ccsc3ccc2[n+]1C the results were ER stress rescue -3.1%, UTI89 phage lysis 0.1%, Dengue-2 NS5 capping -24.9%, XIAP antagonists -7.1%, Yfh1-off respiration inactive, Large T inhibition 18.7%, West Nile virus CPE 0.0%, RSV CPE inhibition -0.1%, WT yeast gro inh 24.6 and WT yeast gro inh mutant strain 16.9.
For O=c1c2cnn(-c3ccccc3)c2nc(-c2cccs2)n1-c1cccc(Cl)c1 the results were ER stress rescue 4.5%, UTI89 phage lysis 1.2%[50 µM], Dengue-2 NS5 capping -8.3%, XIAP antagonists 1.4%, Large T inhibition 26.6%, RSV CPE inhibition 11.0%, WT yeast gro inh 13.9 and WT yeast gro inh mutant strain 22.9.
For Cc1cccc(NS(=O)(=O)c2ccc(-c3ccc(=O)[nH]n3)o2)c1 the results were UTI89 phage lysis -0.1%, Dengue-2 NS5 capping -1.8%, Large T inhibition 9.2%, West Nile virus CPE -0.1% and RSV CPE inhibition 1.4%.
For Cc1ccc(C(=O)NCCNC(=O)c2ccc(F)cc2)cn1 the results were UTI89 phage lysis 0.2%, Dengue-2 NS5 capping 0.0%, Large T inhibition 4.4%, West Nile virus CPE -0.3% and RSV CPE inhibition 5.1%.
`Cc1nn(-c2ccc(F)cc2)c(Cl)c1/C=C(\CC(=O)O)c1nc2ccccc2s1` gave ER stress rescue 0.9%, UTI89 phage lysis -0.5%, Dengue-2 NS5 capping 3.2%, XIAP antagonists -7.6%, Yfh1-off respiration inactive, Large T inhibition 2.2%, West Nile virus CPE -0.4%, RSV CPE inhibition 2.7%, WT yeast gro inh 40.4 and WT yeast gro inh mutant strain -73.0.
COC(=O)c1c(-c2ccccc2Cl)noc1-c1cnc(N)nc1C(F)(F)F was read as UTI89 phage lysis 0.2%, Dengue-2 NS5 capping -3.9%, Yfh1-off respiration inactive, Large T inhibition 24.8%, West Nile virus CPE 0.2% and RSV CPE inhibition -0.8%.
CCOC(=O)C1(Cc2cccc(OC)c2)CCN(Cc2cccc(O)c2)CC1 was read as ER stress rescue -2.0%, UTI89 phage lysis -0.4%, Dengue-2 NS5 capping -2.3%, XIAP antagonists -4.7%, Yfh1-off respiration inactive, Large T inhibition 2.9%, West Nile virus CPE -0.9%, RSV CPE inhibition -1.2%, WT yeast gro inh -1.6 and WT yeast gro inh mutant strain -15.1.
Screening CC(=O)c1nnn(-c2c(F)cccc2F)c1C returned UTI89 phage lysis 0.4%, Dengue-2 NS5 capping -13.3%, Yfh1-off respiration inactive, Large T inhibition 8.8%, West Nile virus CPE 0.3% and RSV CPE inhibition 3.8%.
Screening Cc1cc(C(=O)NC(C)CCc2ccccc2)ccc1[N+](=O)[O-] (stereo unspecified) returned UTI89 phage lysis 0.0%, Dengue-2 NS5 capping -4.6%, Large T inhibition 7.8%, West Nile virus CPE -1.2%, RSV CPE inhibition 4.5% and Dengue-2 NS5 capping pilot replicate -5.8.
`Cc1ccc(Cc2cnc(N3C(=N)SC(C)C3=O)s2)cc1` (stereo unspecified) gave ER stress rescue 2.6%, UTI89 phage lysis -0.1%, Dengue-2 NS5 capping 6.1%, XIAP antagonists 21.9%, Yfh1-off respiration inactive, Large T inhibition 4.3%, West Nile virus CPE -1.3%, RSV CPE inhibition -1.4%, WT yeast gro inh 70.0 and WT yeast gro inh mutant strain 70.0.
`CCOC(=O)C(=N/O)/C(C)=N/NC(=O)C(=O)Nc1cc(Cl)ccc1Cl` gave UTI89 phage lysis -0.1%, Dengue-2 NS5 capping 5.4%, Yfh1-off respiration inactive, Large T inhibition 5.5%, West Nile virus CPE 0.4% and RSV CPE inhibition 1.8%.
CC(=O)c1ccc(OCC(=O)N2CCN(S(=O)(=O)c3ccc(C)cc3C)CC2)cc1 was read as UTI89 phage lysis -0.2%, Dengue-2 NS5 capping -8.4%, Large T inhibition 7.6%, West Nile virus CPE -0.1% and RSV CPE inhibition 4.5%.
Screening Cc1ccccc1C(=O)Nc1ccc(Br)c(C)n1 returned ER stress rescue -2.1%, UTI89 phage lysis -0.2%, Dengue-2 NS5 capping -4.7%, XIAP antagonists -0.1%, Yfh1-off respiration inactive, Large T inhibition -1.0%, West Nile virus CPE 0.2%, RSV CPE inhibition 1.1%, WT yeast gro inh 11.5 and WT yeast gro inh mutant strain 18.8.
COCC1CCCCN1C(=O)c1ccc(OC)c(OC2CCN(C(C)C)CC2)c1 (stereo unspecified) was read as UTI89 phage lysis 0.4%, Dengue-2 NS5 capping -7.1%, Large T inhibition 0.6%, West Nile virus CPE -0.1% and RSV CPE inhibition -2.1%.
`COc1cccc(-n2nnnc2SCC(=O)Nc2nc3c(s2)CCCC3)c1` gave ER stress rescue -0.3%, UTI89 phage lysis 0.9%, Dengue-2 NS5 capping 3.8%, XIAP antagonists -6.5%, Yfh1-off respiration inactive, Large T inhibition 5.5%, West Nile virus CPE -0.3%, RSV CPE inhibition -0.8%, WT yeast gro inh -7.1 and WT yeast gro inh mutant strain -10.4.
For O=C(c1cc(C2CC2)on1)N1CCN(C(c2ccccc2)c2ccccc2)CC1 the results were UTI89 phage lysis 6.2%, Dengue-2 NS5 capping -1.4%, XIAP antagonists -0.8%, Yfh1-off respiration inactive, Large T inhibition 0.7%, West Nile virus CPE -0.8%, RSV CPE inhibition 0.7%, WT yeast gro inh 22.0 and WT yeast gro inh mutant strain 3.2.
Screening O=C(C=C1SCCS1)/C=C/c1ccco1 returned ER stress rescue -7.9%, UTI89 phage lysis -0.1%, Dengue-2 NS5 capping 4.8%, XIAP antagonists -2.4%, Large T inhibition inconclusive, RSV CPE inhibition -0.8%, WT yeast gro inh -4.7 and WT yeast gro inh mutant strain -5.6.
COC(=O)c1cc(N2C(=O)C3C4C=CC(CC4)C3C2=O)ccc1Cl (stereo unspecified) was read as UTI89 phage lysis 0.2%, Dengue-2 NS5 capping -8.6%, Large T inhibition 5.9%, West Nile virus CPE -0.7% and RSV CPE inhibition -0.6%.
`O=C(NCc1ccco1)C1CCN(S(=O)(=O)Cc2ccccc2)CC1` gave ER stress rescue -1.3%, UTI89 phage lysis 4.2%, Dengue-2 NS5 capping -0.7%, XIAP antagonists -7.9%, Yfh1-off respiration inactive, Large T inhibition 3.0%, West Nile virus CPE -0.2%, RSV CPE inhibition -1.1%, WT yeast gro inh -21.4 and WT yeast gro inh mutant strain -3.3.
`O=C(O)Cn1cnc2ccccc2c1=O` gave ER stress rescue -0.7%, UTI89 phage lysis -0.4%[50 µM], Dengue-2 NS5 capping 0.7%, XIAP antagonists -4.6%, Yfh1-off respiration inactive, Large T inhibition 11.1%, West Nile virus CPE 0.2%, RSV CPE inhibition 0.7%, WT yeast gro inh 5.8 and WT yeast gro inh mutant strain 6.6.
Screening O=C(O)CCc1nn2c3ccccc3n(CCO)c2nc1=O returned ER stress rescue -0.7%, UTI89 phage lysis 0.2%, Dengue-2 NS5 capping 0.0%, XIAP antagonists -0.8%, Yfh1-off respiration inactive, Large T inhibition 8.1%, West Nile virus CPE 0.7%, RSV CPE inhibition 2.0%, WT yeast gro inh -2.9 and WT yeast gro inh mutant strain -1.8.
`O=C(NCCN1CCN(c2ccccc2Cl)CC1)Nc1ccccc1` gave UTI89 phage lysis 0.0%, Dengue-2 NS5 capping -5.9%, Large T inhibition 7.4%, West Nile virus CPE -1.1% and RSV CPE inhibition -0.2%.
CCCCCn1c(=O)[nH]c2cc(C(=O)N3CCN(Cc4ccc5c(c4)OCO5)CC3)ccc2c1=O was read as ER stress rescue -0.3%, UTI89 phage lysis 0.1%, Dengue-2 NS5 capping 3.7%, XIAP antagonists -3.2%, Yfh1-off respiration inactive, Large T inhibition -0.6%, West Nile virus CPE 0.1%, RSV CPE inhibition 2.2%, WT yeast gro inh -25.4 and WT yeast gro inh mutant strain -5.5.
COc1ccc2oc(C(=O)OCC(=O)N3CCCC(C)C3)c(C)c2c1 (stereo unspecified) was read as UTI89 phage lysis 0.6%[50 µM], Dengue-2 NS5 capping -19.0%, Large T inhibition 2.0% and RSV CPE inhibition 2.5%.
`O=C(c1ccc(-n2cncn2)c([N+](=O)[O-])c1)N1CCN(S(=O)(=O)c2ccccc2F)CC1` gave UTI89 phage lysis -0.2%[50 µM], Dengue-2 NS5 capping -0.7%, Large T inhibition 11.2% and RSV CPE inhibition -0.8%.
C=CCNC(=O)c1ccc(C)c(Br)c1 was read as UTI89 phage lysis 0.7%, Dengue-2 NS5 capping 5.4%, XIAP antagonists -1.5%, Yfh1-off respiration inactive, Large T inhibition -1.6%, West Nile virus CPE -0.1%, RSV CPE inhibition 0.5%, WT yeast gro inh -0.8 and WT yeast gro inh mutant strain 4.0.
`CCN(CC)C(=O)COc1coc(CN2CCN(c3ccccc3)CC2)cc1=O` gave UTI89 phage lysis 0.2%, Dengue-2 NS5 capping 0.9%, Large T inhibition 2.7%, West Nile virus CPE 0.2% and RSV CPE inhibition 0.3%.
For CCCCSc1nc2sc3c(c2c(=O)[nH]1)CC(C)(CC)OC3 (stereo unspecified) the results were UTI89 phage lysis 0.0%, Dengue-2 NS5 capping -11.4%, Large T inhibition 5.5%, West Nile virus CPE -0.3% and RSV CPE inhibition 2.9%.
COc1ccc(/C=C/C(=O)ONC2=NCCCCC2)cc1OC was read as ER stress rescue 2.5%, UTI89 phage lysis 0.4%, Dengue-2 NS5 capping -6.7%, XIAP antagonists -2.2%, Yfh1-off respiration inactive, Large T inhibition 5.8%, West Nile virus CPE -1.1%, RSV CPE inhibition 1.4%, WT yeast gro inh -16.0 and WT yeast gro inh mutant strain 29.1.
